M1 ag parental = nonselective activator or artifact in parental CHO-K1 cells. AID 602248. Fluo-8 calcium fluorescence; scaled to maximal ATP response, vehicle zero. activation, % at 3 µM. 0.48% of 360,000 active; in the data active means activation above about 15%;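 further: untransfected CHO-K1 host cells lacking M1 receptor as counterscreen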
CHRM4 agonist = CHRM4 agonism in calcium assay; P08173; CHO-K1 hM4/Gqi5, Fluo-8 calcium fluorescence; vehicle 0%, full acetylcholine response 100%; activation, % at 3 µM; 0.14% of 360,000 active;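 active means activation above the run mean over all test wells plus 3 SD, cut at about 32% in these data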;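 further: peak over basal fluorescence ratio per well then scaled between controls; 0% = DMSO wells and 100% = acetylcholine at EC100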
Target sequence (P08173 whole entry, looked up): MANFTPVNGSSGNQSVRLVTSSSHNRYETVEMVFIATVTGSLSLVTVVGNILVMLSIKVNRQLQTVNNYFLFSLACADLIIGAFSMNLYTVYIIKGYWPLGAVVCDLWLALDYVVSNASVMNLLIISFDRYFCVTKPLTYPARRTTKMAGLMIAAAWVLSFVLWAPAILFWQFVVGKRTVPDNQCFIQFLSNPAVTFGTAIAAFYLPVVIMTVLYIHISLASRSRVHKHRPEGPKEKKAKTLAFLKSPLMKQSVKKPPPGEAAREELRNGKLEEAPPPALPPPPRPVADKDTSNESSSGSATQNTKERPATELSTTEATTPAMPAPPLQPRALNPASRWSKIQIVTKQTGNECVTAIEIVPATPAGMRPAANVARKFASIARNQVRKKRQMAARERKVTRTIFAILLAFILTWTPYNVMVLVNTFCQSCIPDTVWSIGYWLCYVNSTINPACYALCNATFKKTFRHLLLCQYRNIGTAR
M4 PAM = CHRM4 positive allosteric modulation | P08173 | CHO-K1 hM4/Gqi5, Fluo-8 calcium fluorescence, ACh EC20; 0% = ACh EC20, 100% = maximal ACh | activation, % at 3 µM | 0.4% of 360,000 active | AID 624126;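 active means activation above its plate's cutoff, the mean activation of sample wells plus 3 SD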; further: some results filed as inactive read as strong as hits
M5 ag = CHRM5 agonism in calcium assay. P08912. CHO-K1 hM5 cells, Fluo-8 calcium fluorescence; 0% DMSO wells, 100% maximal acetylcholine response. activation, % at 3 µM. 0.19% of 360,000 active. AID 624037;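 active means activation above the run's mean over test compounds plus 3 SD, cut at about 23% in these data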;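 further: signal is peak over basal fluorescence ratio across the kinetic read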
Target sequence (P08912 whole entry, looked up): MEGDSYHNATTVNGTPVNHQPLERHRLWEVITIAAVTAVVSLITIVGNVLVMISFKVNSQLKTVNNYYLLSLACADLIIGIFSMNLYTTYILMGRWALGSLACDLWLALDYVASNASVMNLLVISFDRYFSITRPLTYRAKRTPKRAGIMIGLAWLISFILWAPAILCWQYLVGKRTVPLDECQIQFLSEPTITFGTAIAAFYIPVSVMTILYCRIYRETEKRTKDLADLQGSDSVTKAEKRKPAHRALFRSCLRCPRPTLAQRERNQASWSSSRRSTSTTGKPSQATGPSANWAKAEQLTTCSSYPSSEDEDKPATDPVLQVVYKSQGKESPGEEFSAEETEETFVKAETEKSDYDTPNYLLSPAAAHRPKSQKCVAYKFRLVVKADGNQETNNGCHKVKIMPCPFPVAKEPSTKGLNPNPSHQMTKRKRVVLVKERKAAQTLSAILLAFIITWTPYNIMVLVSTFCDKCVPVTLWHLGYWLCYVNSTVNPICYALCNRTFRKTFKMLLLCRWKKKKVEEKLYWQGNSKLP
CHO-K1 Ca antag = M1 antagonist counterscreen hit in parental CHO-K1 cells | AID 602250 | ATP-induced calcium, Fluo-8 fluorescence | 0.6% of 360,000 active | inhibition, % at 3 µM;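 active means inhibition above a per-plate cutoff, the plate's mean sample inhibition plus 3 SD, cut at about 24% in these data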;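 further: 0% = DMSO plus EC80 ATP and 100% = DMSO alone without ATP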
M5 PAM = positive allosteric modulators of human muscarinic M5 receptor; CHO-K1 hM5, Fluo-8 calcium, ACh EC20 PAM; 0% = ACh EC20, 100% = ACh EC100; 0.3% of 360,000 active; P08912; activation, % at 3 µM; AID 624038;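 active means activation above the run cutoff, the mean activation of all test compounds plus 3 SD, cut at about 18% in these data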
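Assay system: CHO-K1 hM5 cells. Also added: acetylcholine at EC20 concentration, added after compound. Dosing: 3 µM, single dose. Times: compound preincubation 140 s before EC20 acetylcholine addition. Signal: Fluo-8 calcium fluorescence. Measure: % activation relative to EC20 and EC100 ACh responses. Repeats: singlicate, one well per test compound.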
CHRM5 antagonist = blocks acetylcholine activation of human M5 receptor; 0.59% of 360,000 active; inhibition, % at 3 µM; AID 624040; CHO-hM5 cells, Fluo-8 calcium fluorescence, ACh EC80;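 active means inhibition above a per-plate cutoff, the mean of that plate's test compounds plus 3 SD, cut at about 27% in these data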;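 further: 0% = acetylcholine EC80 with DMSO and 100% = DMSO without agonist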
M4 antag = blocks acetylcholine activation of human M4 receptor. P08173. CHO-hM4 cells, ACh EC80, Fluo-8 calcium fluorescence. inhibition, % at 3 µM. 0.73% of 360,000 active;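 active means inhibition above its plate's cutoff, the mean inhibition of sample wells plus 3 SD, cut at about 27% in these data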;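 further: 0% = acetylcholine EC80 with DMSO and 100% = DMSO without agonist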
CHO-K1 Ca PAM = nonselective activator or artifact in parental CHO-K1 calcium assay. ATP EC20, Fluo-8 calcium fluorescence; 0% at ATP EC20, 100% at ATP max. activation, % at 3 µM. 0.02% of 360,000 active;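 active means activation above the run cutoff, the mean activation of all test compounds plus 3 SD, cut at about 40% in these data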;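 further: peak over basal fluorescence ratio in a 140 s read after ATP addition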
Numbers without * were called inactive; . = not tested or not shown; & = joins results of further samples. The order is random (roughly 2.7% active in at least one column).

SMILES	M1 ag parental	CHRM4 agonist	M4 PAM	M5 ag	CHO-K1 Ca antag	M5 PAM	CHRM5 antagonist	M4 antag	CHO-K1 Ca PAM
CCC(C)NCCOc1ccccc1C (stereo unspecified)	0.8	2.6	4.8	-3.9	-12.9	-3.3	7.9	5.5	13.6
C=CCNC(=O)c1onc(CSc2cccc(OC)c2)c1C(=O)NCC=C	0.6	3.8	6.3	-1.9	-10.2	-2.8	9.5	-8.1	5.9
CC(CSC(=O)c1ccccc1)C(=O)N1c2ccccc2CC1C(=O)O (stereo unspecified)	0.3	-0.5	0.3	1.6	1.6	-4.6	2.4	7.3	6.9
CN(C)C(=O)[C@H]1C[C@H]1[C@@H](O)[C@H](CO)NC(=O)[C@H](COCc1ccccc1)NC(=O)OC(C)(C)C	-0.3	2.2	7.2	-0.5	1.0	1.7	2.5	-14.4	-6.0
CC(C)CNS(=O)(=O)c1ccc(S(=O)(=O)N2CCC3(CC2)OCCO3)cc1	1.2	3.0	-5.7	1.2	0.2	-1.8	0.7	3.7	0.0
COCCCN(CCNC(=O)c1ccc(NC2=NC3CS(=O)(=O)CC3S2)cc1)Cc1ccco1 (stereo unspecified)	0.4	3.1	-5.1	0.9	10.7	-12.1	1.6	-0.3	-8.6
CC1=C(C(=O)N(C(C)C)C(C)C)CC(CC(=O)NC2CCCC2)C(=O)N1Cc1ccc(C(C)(C)C)cc1 (stereo unspecified)	-0.2	1.9	-3.9	-2.6	-19.3	-0.9	8.0	-6.7	4.6
Cc1ccc(S(=O)(=O)Nc2c(C)n(C)n(-c3ccccc3)c2=O)cc1	1.5&0.3	2.6&2.0	0.6&3.2	-1.7&2.9	-12.5&-11.9	1.6&6.5	6.2&-3.6	4.4&-2.1	17.0&-7.0
CC(=O)Nc1ccc(C(=O)COC(=O)C2CC2)c(F)c1	0.2	0.8	9.8	-0.2	27.7*	0.1	7.3	-4.5	-30.3
CCN(C[C@H]1N[C@@](C)(C(=O)OC)[C@H]2C(=O)N(C)C(=O)[C@@H]12)C(=O)C1CCCCC1	0.0	0.1	11.6	-0.7	-1.7	0.5	-16.7	-22.4	3.0
Cc1ccc(OCCNS(=O)(=O)c2ccc(N3CCCC3=O)cc2)cc1	8.1	10.6	-3.8	5.1	11.7	-13.7	4.7	-3.4	4.3
COc1ccccc1C(CNC(=O)c1cccc(S(=O)(=O)N2CCCc3ccccc32)c1)N(C)C (stereo unspecified)	1.4	3.9	-14.3	-10.8	-2.9	-44.7	67.4*	26.0	-10.1
N#Cc1c(N)sc2c1CCN(C(=O)OCc1ccccc1)C2	1.4	2.7	5.4	3.4	-19.6	1.8	4.8	-2.1	16.0
O=C(Nc1ccc(F)cc1)c1ccc2c(=O)n3c(nc2c1)CCCCC3	3.6	7.2	1.0	2.7	-3.2	-10.8	6.0	2.1	9.7
O=C(O)CCC(=O)Nc1cccc(C(=O)Nc2ccc(Br)cc2)c1	0.1	1.6	10.6	-0.3	17.2	-1.0	2.1	-1.8	-11.4
CN(Cc1ccccc1)C(=O)CN1CCN(S(=O)(=O)c2ccccc2F)CC1	2.2	3.1	7.1	-0.9	-14.3	2.3	3.3	-9.2	16.4
Cc1cccc(NS(=O)(=O)c2ccc(-c3cnc(C4CC4)o3)cc2)c1	6.5	7.5	-5.9	1.5	-4.0	-3.9	7.6	8.4	8.7
CC(C)OC(=O)/C(=C/c1ccco1)c1ccccc1	-0.1	-0.5	2.1	-1.9	-12.5	0.1	5.5	-6.3	15.7
CCCCCCCCN1CC(Cc2cc3ccccc3c3ccccc23)N(c2ccccc2)c2ccccc2C1=O (stereo unspecified)	.	2.0	11.1	-1.6	.	10.1	-10.2	-19.4	.
COc1ccccc1N1CCN(C(=O)c2ccc(N(C)S(=O)(=O)c3ccccc3)cc2)CC1	6.0	14.4	-5.9	-2.1	-0.8	-8.8	16.4	-5.3	11.4
Cc1cc(C(=O)Nc2cccnc2)cs1	0.2	1.8	-3.2	3.5	-8.6	3.9	-9.2	-0.4	10.2
COc1ccc(C(=O)N/C(=C\c2ccco2)C(=O)NCCCn2ccnc2)cc1	0.1	0.3	-5.1	-0.7	-8.3	-3.2	2.2	-3.1	15.9
CCCC(=O)Nc1ccc(C(=O)NCCc2ccc(F)cc2)cc1	1.4	1.4	1.3	1.3	-11.4	0.9	-2.7	3.2	22.4
CC(OC(=O)Cn1[nH]c(=O)c2ccccc2c1=O)C(=O)Nc1ccc(F)cc1 (stereo unspecified)	1.5	0.9	5.3	-2.8	8.9	6.1	-0.1	0.0	9.6
COc1cccc(-c2cc(C(=O)N3CCN(S(=O)(=O)c4ccccc4)CC3)[nH]n2)c1	4.7	20.4	-6.1	4.1	7.2	-5.7	-4.3	-14.5	9.2
More structures:
SMILES	M1 ag parental	CHRM4 agonist	M4 PAM	M5 ag	CHO-K1 Ca antag	M5 PAM	CHRM5 antagonist	M4 antag	CHO-K1 Ca PAM
COC(=O)c1c(C)[nH]c(C(=O)/C=C/c2ccccc2Cl)c1C	1.4	1.0	-11.1	0.2	-4.4	-5.0	8.2	-4.3	6.5
O=C(COc1ccccc1/C=C1\SC(=S)NC1=O)Nc1ccc(F)cc1	0.2	2.1	-0.2	0.9	-13.0	4.8	20.7	-1.2	10.3
Cc1nn(CC(=O)N2CCN(c3cccc(C(F)(F)F)c3)CC2)c(=O)c2cccn12	6.7	6.2	-10.0	2.7	-8.8	-11.0	23.0	2.6	-2.9
CC1(C)CC(C(=O)NCCC(c2ccccc2)c2ccco2)CCO1 (stereo unspecified)	1.1	-0.6	-2.1	-1.1	0.1	-4.5	3.3	-1.7	8.3
O=[N+]([O-])c1cc([N+](=O)[O-])c2n[nH]c(-c3ccccc3)c2c1	0.0	1.1	0.9	2.7	8.9	-6.0	2.8	-11.9	11.0
Cc1ccccc1-c1nc(CS(=O)CC(=O)NCc2ccccn2)c(C)o1 (stereo unspecified)	5.3	1.3	-2.3	-1.5	8.7	1.8	-0.8	-6.4	-6.6
CCO[C@H]1OC(C(=O)NCc2ccccc2)=C[C@@H](c2ccc(C(F)(F)F)cc2)[C@@H]1CCCO	0.5	4.5	2.3	0.1	4.2	-5.9	14.6	5.1	-3.2
Cc1c(C(=O)/C=C/N(C)C)nnn1-c1ccc(F)c(Cl)c1	0.1	0.9	4.2	1.4	-6.8	-3.6	2.0	-6.9	-9.2
O=C(NCCNC(=O)c1ccc(Cl)cc1Cl)c1ccc(Cl)cc1Cl	1.1	0.8	2.3	-0.1	-6.0	-2.2	3.9	-2.1	13.6
CCc1noc(C)c1C(=O)Nc1nc(-c2ccc(OC)cc2)cs1	3.4	15.0	-5.5	-3.6	4.3	-13.9	3.9	1.5	-16.7
COc1ccc(N2C(=O)c3ccc(C(=O)Nc4ccccc4O)cc3C2=O)cc1	-0.8	0.3	4.2	2.3	-1.5	-2.8	20.4	-4.7	13.7
O=C(Nc1nnc(Cc2ccccc2)s1)C1CCN(C(=O)c2ccco2)CC1	0.4	1.1	5.3	6.2	3.9	1.9	1.2	-6.3	-6.1
COc1ccccc1CCNC(=O)COc1cccc2c1OC(C)(C)C2	0.7	4.1	1.6	-3.5	-0.4	7.1	-11.8	-13.8	6.2
COc1cc(NC(=O)COC(=O)CSc2cc(C)ccc2C)c(C)cc1[N+](=O)[O-]	3.0	6.5	-8.7	-4.5	-5.3	-2.2	2.8	-2.4	3.8
Cc1c(C)n(C)c2ccc(C(=O)NCCCN3CCOCC3)cc12	-0.9	-0.2	-4.2	-2.7	-13.3	0.3	12.5	1.9	13.2
COc1ccc(C(=O)Nc2ccc(S(=O)(=O)N3CCCC3)cc2)cc1[N+](=O)[O-]	2.0	0.6	0.3	-1.6	-11.7	0.4	-0.6	5.5	16.4
C[C@H](NC(=O)c1nc[nH]c1C(=O)N1CCN(c2ccccc2)CC1)C(=O)OCc1ccccc1	-0.6	1.9	-1.6	-0.4	-6.9	-5.0	1.9	-11.5	-8.3
CC(C)c1ccc(CC(=O)N2CCC2(C)C(=O)NS(=O)(=O)c2cccc(OC(F)F)c2)cc1 (stereo unspecified)	0.3	0.6	3.9	0.6	-8.8	-3.3	-6.4	-14.0	19.4
CCCCCCC1CCC(C(=O)NC(CCSC)C(=O)NC(C(=O)OC)C(C)C)CC1 (stereo unspecified)	0.0	0.2	6.8	-5.5	0.1	-6.3	11.1	-0.5	15.1
CCCc1cc(=O)[nH]c(SCCOC(=O)c2ccccc2)n1	-0.2	-1.5	4.3	2.2	-9.4	-0.3	-0.1	7.3	2.8
CC(=O)Nc1ccc(Sc2ncnc3scc(-c4ccccc4)c23)cc1	0.4	3.0	12.0	-1.9	-11.3	-1.8	-1.6	2.9	29.8
CN1CCN(C2CCN(c3cccc(Cl)c3)CC2)CC1CCO (stereo unspecified)	0.5	0.5	-4.8	-5.1	-6.1	-3.3	5.5	-3.2	6.7
COc1ccccc1CN(Cc1ccco1)S(=O)(=O)c1ccc(-n2cnnn2)c(OC)c1	1.8	12.1	0.1	-3.0	-7.8	-14.9	-6.0	-10.3	-2.5
O=C1C(CCc2ccccc2)ON=C(c2cnccn2)N1Cc1ccc(F)cc1 (stereo unspecified)	2.5	9.7	-2.2	-2.6	-0.8	-11.4	-2.8	-17.2	9.9
COCCNC(=O)CCc1nnc(Cc2ccc(-c3ccccc3)cc2)o1	0.8	0.9	-1.1	0.8	10.9	-4.5	6.8	9.2	-11.3

Record cards, as listed above. Values in the order: M1 ag parental	CHRM4 agonist	M4 PAM	M5 ag	CHO-K1 Ca antag	M5 PAM	CHRM5 antagonist	M4 antag	CHO-K1 Ca PAM
COc1ccc(C(=O)Nc2ccc(S(=O)(=O)N3CCCC3)cc2)cc1[N+](=O)[O-] is entered as 2.0	0.6	0.3	-1.6	-11.7	0.4	-0.6	5.5	16.4
COCCNC(=O)CCc1nnc(Cc2ccc(-c3ccccc3)cc2)o1 is entered as 0.8	0.9	-1.1	0.8	10.9	-4.5	6.8	9.2	-11.3
O=C1C(CCc2ccccc2)ON=C(c2cnccn2)N1Cc1ccc(F)cc1 (stereo unspecified) is entered as 2.5	9.7	-2.2	-2.6	-0.8	-11.4	-2.8	-17.2	9.9

The list continues:
SMILES	M1 ag parental	CHRM4 agonist	M4 PAM	M5 ag	CHO-K1 Ca antag	M5 PAM	CHRM5 antagonist	M4 antag	CHO-K1 Ca PAM
CSc1ccc(CN(C)CC(=O)Nc2ccc(NC(C)=O)cc2)cc1	0.4	2.0	-9.6	-12.4	-9.3	0.7	-4.0	-8.7	-12.0
CCCCn1ccnc1C(=O)c1cccc(S(=O)(=O)N2c3ccccc3CC2C)c1 (stereo unspecified)	1.7	-1.7	-4.2	-4.0	-6.1	-6.0	5.2	-0.2	15.8
Cc1ccc(N2C(=O)[C@@H]3[C@H](C2=O)C2c4ccccc4C=CN2[C@@H]3C(=O)c2ccco2)cc1 (stereo partly specified)	0.0	2.6	-0.6	0.2	12.7	-2.4	3.2	-0.9	-2.6
CCc1ccc(NS(=O)(=O)c2ccc3oc(=O)ccc3c2)cc1	5.7	5.9	-9.3	3.1	-3.6	-16.4	3.4	-14.1	12.5
CCCC(C(=O)NC(C)(C)CC)N(Cc1ccco1)C(=O)CNS(=O)(=O)c1ccccc1 (stereo unspecified)	0.0	0.2	-8.2	-3.0	-7.4	-1.6	17.2	10.9	1.2
CN1CCN(C(=S)NC(=O)c2ccc(-c3ccccc3)cc2)CC1	0.1	2.0	2.2	-1.8	-13.3	-0.1	-17.0	-8.2	23.9
COc1ccc(C)cc1S(=O)(=O)Nc1ccncc1	-0.2	3.0	4.2	8.8	-5.4	5.2	-5.0	-2.9	-4.1

Source: PubChem BioAssay (The Scripps Research Institute Molecular Screening Center)
